Source: PubChem BioAssay (several laboratories)
FXIIa inh 1536 – inhibitors of human coagulation factor XIIa; P00748; actives 0.3% (n = 220,000); purified FXIIa, Boc-QGR-AMC fluorogenic substrate, 2 h; inhibition, % at 5 µM; in the data active means inhibition above about 40%;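 further: 0% = enzyme with no compound and 100% = blank without enzyme; many of its hits are not listed in these tables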
zVAD death inh – L929 zVAD cell death inhibition; viability rescue, % at 10 µM; actives 0.38% (n = 220,000); L929 zVAD necroptosis rescue, ATP luminescence, 24 h; with zVAD 60 µM;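 active means activation, scaled between plate controls, above about 75%, limit read from the data; inactive means activation under that limit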;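 further: 0% = zVAD with DMSO and 100% = DMSO alone without zVAD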
PPC-1+TRAIL kill – PPC-1 cancer cell killing with TRAIL present | PPC-1 cells + TRAIL, ATPLite viability luminescence | AID 1443 | cell killing (% activity), % at 4 µM | actives 0.41% (n = 220,000);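 active means cell killing above 50% in the first pass at 4 µM, then a duplicate retest at 5 µM averaging 50% or more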;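 further: plate controls were cells with TRAIL plus DMSO for no effect and medium-only wells lacking cells for full effect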
FXIa inh – factor XIa (human) inhibition; inhibition, % at 5 µM; actives 0.14% (n = 220,000); purified FXIa, Boc-Glu-Ala-Arg-AMC fluorogenic substrate; P03951;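 active means inhibition of at least 40%; inactive means inhibition below 40%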;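 further: fluorescence of freed AMC excited at 355 nm; 0% = enzyme without compound and 100% = no enzyme blank; many of its hits are not listed in these tables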
TbHK1 inh – T. brucei hexokinase 1 inhibition; recombinant TbHK1, G6PDH-coupled NADH A340; actives 0.11% (n = 220,000); inhibition, % at 10 µM;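 active means inhibition of 50% or more in the single-dose primary screen; inactive means inhibition below 50%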
PGE2 EP2 inh – blocks the human prostaglandin E2 receptor EP2. AID 1422. inhibition, % at 25 µM. actives 0.52% (n = 260,000). C6 glioma cells expressing human EP2, cAMP TR-FRET; cells stimulated with saturating PGE2. P43116;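 active means percent inhibition above 40 after rounding to a whole number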;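 further: rat C6 glioma host cells with rolipram phosphodiesterase inhibitor present; the protocol text gives 20 µM as final concentration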
Target sequence (P43116 whole entry, looked up): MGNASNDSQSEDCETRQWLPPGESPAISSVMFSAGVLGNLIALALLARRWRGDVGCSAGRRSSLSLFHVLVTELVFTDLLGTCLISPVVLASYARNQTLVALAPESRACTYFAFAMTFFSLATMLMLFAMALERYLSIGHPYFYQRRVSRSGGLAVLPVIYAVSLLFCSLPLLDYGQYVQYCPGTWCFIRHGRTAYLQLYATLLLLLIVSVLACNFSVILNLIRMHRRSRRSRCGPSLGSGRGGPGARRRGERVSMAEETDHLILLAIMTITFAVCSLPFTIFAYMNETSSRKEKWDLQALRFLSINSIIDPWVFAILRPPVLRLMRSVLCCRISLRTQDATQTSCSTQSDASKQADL
CHOP inh – CHOP inhibition in unfolded protein response | CHO-K1 CHOP-promoter luciferase, tunicamycin-induced, 15-18 h | actives 3.8% (n = 220,000) | inhibition, % at 10 µM;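 active means compounds that reduced the stress-induced luciferase reporter signal by more than about 70% of percent inhibition, limit read from the data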;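 further: 0% = tunicamycin plus vehicle and 100% = wells without tunicamycin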
TNF necrop inh – blocks TNF-alpha induced death of Jurkat FADD-/- cells. Jurkat FADD-/- TNF necroptosis rescue, ATP luminescence, 24 h; 0 = TNF only, 100 = no-TNF cells. activation (protection from cell death), % at 10 µM. actives 0.068% (n = 220,000). AID 463075;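 active means activation, meaning protection from cell death, of at least 50% relative to plate controls; inactive means activation below 50%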;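 further: necroptosis triggered by 40 ng/mL TNF-alpha added together with compound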
Wee1 degr inh – blocks degradation of human Wee1 kinase. P30291. HeLa Luc-Wee1K328M stability, luciferase luminescence; 100% = proteasome inhibitor MG132 effect. reporter increase, % at 5 µM. actives 1.2% (n = 220,000);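 active means activation above the mean of all tested compounds plus 3 SD, set per screening run, cut at about 8.8% in these data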;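 further: cells exposed to compound for 20 h before luminescence read; 0% = DMSO alone and 100% = MG132 at 30 µM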
Target sequence (P30291 whole entry K328M): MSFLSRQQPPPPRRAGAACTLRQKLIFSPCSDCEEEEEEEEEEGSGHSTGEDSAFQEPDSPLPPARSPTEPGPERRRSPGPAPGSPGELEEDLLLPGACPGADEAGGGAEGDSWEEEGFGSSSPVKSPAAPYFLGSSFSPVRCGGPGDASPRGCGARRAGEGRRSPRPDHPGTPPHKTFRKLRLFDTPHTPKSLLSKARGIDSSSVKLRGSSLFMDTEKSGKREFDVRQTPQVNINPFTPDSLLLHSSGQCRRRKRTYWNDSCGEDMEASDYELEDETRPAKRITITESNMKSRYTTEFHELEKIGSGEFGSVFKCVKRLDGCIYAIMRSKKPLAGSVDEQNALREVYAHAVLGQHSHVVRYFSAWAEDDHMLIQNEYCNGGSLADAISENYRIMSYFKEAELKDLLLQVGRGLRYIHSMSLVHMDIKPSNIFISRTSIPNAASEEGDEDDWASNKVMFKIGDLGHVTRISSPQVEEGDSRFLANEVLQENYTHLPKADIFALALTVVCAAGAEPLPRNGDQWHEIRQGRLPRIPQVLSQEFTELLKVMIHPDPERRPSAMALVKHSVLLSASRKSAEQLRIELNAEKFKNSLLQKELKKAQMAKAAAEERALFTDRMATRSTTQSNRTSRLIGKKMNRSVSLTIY
Starred values were filed as active, the others as inactive; x = not tested or not shown; & = joins results of further samples. These rows are one share of the data (hit frequency here may not be typical).

Compound	Wee1 degr inh	PPC-1+TRAIL kill	TNF necrop inh	PGE2 EP2 inh	FXIa inh	TbHK1 inh	zVAD death inh	CHOP inh	FXIIa inh 1536
O=C(c1ccc2snnc2c1)N1CCCC1	-1	4	-1.8	11	-4	1	0.2	-1	-4
CCCn1c(=O)[nH]c(=O)c2c1nc(-c1ccc(OC(F)F)cc1)n2CCN1CCOCC1	4	15	0.2	5	21	-9	0.1	10	17
CCOc1ccc(NC(=O)CCNS(=O)(=O)c2cccs2)cc1	-2	9	-1.2	6	-9	1	0.5	5	-15
Cn1c(C(=O)N2CCCCCC2)cc2c(=O)n(C)c3ccccc3c21	-1	8	-1.3	9	4	-3	0.2	9	19
c1cc(CNC23CC4CC(CC(C4)C2)C3)ccn1	3	8	0.4	12	-3	3	0.6	23	9
O=C(c1ccc([N+](=O)[O-])cc1[N+](=O)[O-])n1cnc2ccccc21	3	14	-1.5	10	2	-7	1.2	-9	7
CC(=O)NS(=O)(=O)c1ccc(N=c2ssc3c2-c2cc(C)ccc2NC3(C)C)cc1	5	3	2.8	7	12	-18	1.2	6	8
Cc1cc(C)n2nc(C(=O)Nc3cccnc3)nc2n1	13*	39	1.6	8	-10	0	x	29	1
O=C1C=C(NCc2ccc(Cl)cc2Cl)C2(CCCCC2)O1	-2	-6	-1.0	7	-18	-1	-0.2	7	-4
Cc1ccc(OCCNC(=O)Cn2cnc3c(=O)n(C)c(=O)n(C)c32)cc1C	-2	10	-2.8	4	10	-1	-0.7	-17	16
Cc1ccccc1NC(=S)N1CCCC(c2nc3ccccc3[nH]2)C1 (stereo not given)	-2	19	1.9	7	-1	0	5.0	33	8
CCOC(=O)c1c(-c2ccccc2)csc1NC(=S)NC(=O)c1ccccc1	-1	37	-15	10	2	-9	0.0	9	18
O=C1CCCN1CCCNc1ccc(S(=O)(=O)N2CCCCC2)cn1	5	11	0.4	14	-9	1	2.1	-3	9
Cc1cc(C)c2oc(=O)cc(CN3CCOCC3)c2c1	-2	-1	1.2	20	9	-7	0.0	-11	20
CN1C(=O)C(O)(CC(=O)c2ccncc2)c2ccccc21 (stereo not given)	8	3	0.2	10	5	2	-1.3	-6	13
CCOC(=O)C1CCN(Cc2ccc(C(=O)OC)cc2)CC1	-2	7	0.7	2	2	-6	-0.1	9	15
CC(=O)Nc1ccc(S(=O)(=O)NCC2CCC(C(=O)NC(C)c3ccccc3)CC2)cc1 (stereo not given)	-4	14	0.9	1	-3	5	2.0	-13	-5
COc1cccc(CNc2nc3ccccc3n2CCN2CCCCC2)c1OC	-1	11	1.6	17	11	6	-0.1	-5	18
COc1ccc(NC(=S)Nc2ncccc2C)cc1OC	-3	5	-0.2	5	-3	3	1.8	-41	7
Cc1ccccc1C(=O)Nc1cccc(NC(=S)NC(=O)c2cccs2)c1	2	26	-4.9	17	-22	5	45	26	3
CC(C)CC1c2[nH]c3ccccc3c2CCN1C(=O)C1CCOCC1 (stereo not given)	4	20	4.5	6	5	-9	0.5	8	10
CS(=O)(=O)c1ccc2c(c1)sc1nc(=O)c(/C=C3/C=CC(=O)C(O)=C3)c(N)n12	2	8	-3.9	9	-4	-18	1.5	6	2
O=C(NC1CCCC1)C(c1cccnc1)N(CCc1ccccc1)C(=O)c1ccco1 (stereo not given)	-3	10	0.6	12	-2	-1	-0.2	-4	4
COc1ccc(CCn2nnnc2C(c2ccc(Cl)cc2)N2CCN(C)CC2)cc1OC (stereo not given)	-2	7	-0.2	11&3	2	4	0.1	-9	12

Three compounds picked at random from the list so far, as already listed:
Compound	Wee1 degr inh	PPC-1+TRAIL kill	TNF necrop inh	PGE2 EP2 inh	FXIa inh	TbHK1 inh	zVAD death inh	CHOP inh	FXIIa inh 1536
CCOC(=O)C1CCN(Cc2ccc(C(=O)OC)cc2)CC1	-2	7	0.7	2	2	-6	-0.1	9	15
CN1C(=O)C(O)(CC(=O)c2ccncc2)c2ccccc21 (stereo not given)	8	3	0.2	10	5	2	-1.3	-6	13
COc1ccc(NC(=S)Nc2ncccc2C)cc1OC	-3	5	-0.2	5	-3	3	1.8	-41	7

More entries
Compound	Wee1 degr inh	PPC-1+TRAIL kill	TNF necrop inh	PGE2 EP2 inh	FXIa inh	TbHK1 inh	zVAD death inh	CHOP inh	FXIIa inh 1536
O=C(O)c1ccc(N=Cc2c(O)ccc3oc4c(c23)CCCC4)cc1	-3	-1	-17	10	6	-3	0.6	5	12
Cc1ccc(-c2ccc(SCC(=O)Nc3ccc4c(c3)OCCO4)nn2)cc1	-3	39	0.4	5	0	-1	0.5	11	-5
CCOC(=O)C(NC(C)=O)(Nc1ccc(S(=O)(=O)Nc2onc(C)c2C)cc1)C(F)(F)F (stereo not given)	2	29	-3.0	2	3	3	-0.4	-16	10
COc1ccc2c(Cl)c(C(=O)N/N=C3\CCCC(=O)C3)sc2c1	-2	26	-1.3	9	-3	-20	-0.7	2	3
O=C(CN1CCN(c2ccccn2)CC1)N1c2ccccc2CCc2ccccc21	1	13	-0.5	11	6	-1	0.4	8	11
CCN(C(C)=O)N(CC)c1nc(Cl)nc(NC(C)C)n1	0	34	1.3	10	4	28	0.2	-19	2
O=C(COC(=O)CCCSc1nc2ccccc2[nH]1)NC(=O)NC1CCCC1	-2	-13	0.4	2	-6	0	-0.1	10	1
O=C(Nc1ccc(Cl)cc1)OC(CN1CCCCC1)C(F)(F)F (stereo not given)	-3	18	-0.2	18	-7	1	0.3	74*	-3
COC(=O)c1nc(Cl)c(Cl)c(N)c1Cl	6	-14	1.7	0	0	-1	4.5	9	12
CCOc1ccc2[nH]c(=O)c(CN(Cc3ccc(F)cc3)C(=O)c3ccco3)cc2c1	-1	20	-6.8	0	-12	1	1.0	36	-11
O=C(O)c1cn(-c2ccccc2)nc1-c1ccc(Cl)cc1	6	x	-0.6	5	x	6	-1.3	x	x
CN(CC(=O)NNC(=O)c1cccnc1)S(=O)(=O)c1cc(Cl)ccc1Cl	1	-8	-2.8	1	-1	2	5.3	4	0
CCOc1cc(N2CCOCC2)c(OCC)cc1NC(=O)Cn1cnc2c(=O)n(C)c(=O)n(C)c21	0	1	1.5	5	4	9	0.3	3	11
CCN(CC)c1ncnc2c1ncn2Cc1c(Cl)cccc1Cl	-1	10	-0.2	16	3	4	-1.1	6	6
Cc1cc(NC(=O)CSc2nnnn2-c2ccccc2)no1	0	15	0.5	3	-5	-5	1.1	-8	-1
CCCNC(=S)Nc1ccc(F)cc1F	2	22	-3.5	10	2	-8	-0.2	-5	7
O=C(O)c1cccc(N2C(=O)/C(=C/c3ccc(SCc4ccc(Cl)cc4)o3)SC2=S)c1	12*	19	-11	5	-3	22	-0.3	75*	11
O=C(NCC1OCCc2ccccc21)c1ccc(NC(=O)c2ccccc2Cl)cc1 (stereo not given)	-1	-9	1.3	12	-3	1	0.3	8	6
C[N+](C)(C)CCCCCC(=O)/C=N/O	-3	11	0.4	5	-6	-1	0.8	0	6
c1ccc2[nH]c(SCC3CCCCO3)nc2c1 (stereo not given)	3	13	1.4	7	-9	1	2.0	-3	4
Cc1ccc(C(=O)CCNc2ccc(Cl)cc2)o1	1	-19	-2.1	14	-3	-2	-0.4	5	12
CCCCCc1c(O)nc(SCC(=O)NCC2CCCO2)[nH]c1=O (stereo not given)	-1	9	0.4	11	7	1	-0.1	-11	18
Cc1ccc(S(=O)(=O)N(C)c2ccc(OCC(=O)NC3=NCCS3)cc2)cc1	1	26	3.5	4	-6	5	1.9	1	1
COc1cccc(C(=O)N2CCN(C(=O)c3cccc4ccccc34)CC2)c1OC	0	5	-3.0	14	0	3	-0.3	21	4
Cc1nc2c(cc1C(=O)N/N=C/c1ccc(O)c(O)c1)c(=O)n(C)c(=O)n2C	0	-14	-2.3	11	1	-11	0.9	8	5
O=c1ccc(Oc2nc(N3CCCCC3)nc(N3CCCCC3)n2)n[nH]1	-3	11	-1.6	13	4	7	0.5	14	2
COc1ccc(N2C(=O)CC(Nc3cccc(C(C)=O)c3)C2=O)cc1OC (stereo not given)	-1	-3	-0.1	19	9	-11	-0.2	-1	19
COc1ccc(CNc2nc3nc(C)c(Cl)c(C)n3n2)cc1	-3	-6	0.5	8	-10	-18	0.1	-18	7
CCOc1ccccc1N1CCN(CC(=O)Nc2cc(C)on2)CC1	1	8	0.1	12	-2	-2	-0.2	8	4
Cn1c2c(c(=O)n(C)c1=O)C(C(F)(F)F)(C(F)(F)F)N=C(c1ccc(Cl)cc1)N2	-1	39	-22	8	-1	-20	3.7	77*	1
CCCN(CCC)CC(O)CN(c1ccccc1)S(=O)(=O)c1ccc(C)cc1 (stereo not given)	-2	-8	-0.6	4	-2	9	-1.2	11	3
O=S(=O)(Nc1nc2ccccc2s1)c1ccc(Cl)nc1	6	9	1.9	7	0	-10	-0.3	2	2
c1ccc(Cn2nnc3c(NCCN4CCOCC4)ncnc32)cc1	2	22	-0.1	8&6	22	3	0.0	12	13
CCC(=O)Nc1nc2ccccc2n1CCN1CCOCC1	1	-16	0.1	x	0	-2	1.9	15	14
CC(NCc1cc(Br)ccc1OCC(=O)NCc1ccccc1)c1ccccc1 (stereo not given)	-2	33	2.1	2	1	11	0.0	45	6
CCOC(=O)N1CCC(NC(=O)c2sc3nc4n(c(=O)c3c2C)CCCC4)CC1	-1	-15	-0.8	9	1	-17	-0.9	-2	1
CN(Cc1ccccc1)S(=O)(=O)c1cccs1	-2	-7	-2.3	5	3	14	-0.7	45	12
CN1C(=O)/C(=C/C=C2/CCCN2C)N(C)C1=S	0	-9	-0.4	13	0	0	9.9	-26	5
CCCOc1ccc(S(=O)(=O)NCCN2CCOCC2)c2ccccc12	-2	-8	0.2	21	6	-2	0.7	29	18
CCOC(=O)C1=C(C)N=C2c3ccccc3C(=O)C2C1c1ccc(C)cc1 (stereo not given)	6	23	-2.6	11	15	-12	-0.2	74*	24
Cc1ccc(N(C(=O)CNC(=O)c2ccco2)C(C(=O)NCC2CCCO2)c2ccccc2)cc1 (stereo not given)	-1	8	-2.3	7	-2	0	0.4	24	10
CCOCCCNC(=O)c1cc(Sc2ccc(F)cc2)nc2ccccc12	-2	-14	2.1	5	-6	-6	1.3	33	-1
CCCCCC(=O)Nc1ccccc1N1CCN(c2ccccc2)CC1	-3	22	1.4	8	2	5	0.9	6	20
Cc1cc(N2CCN(c3ccccc3)CC2)nc(-c2ccccc2)n1	-3	15	-2.6	17	3	-9	-0.3	29	23
O=C(Cc1ccc(Cl)cc1)c1c[nH]c(C(=O)NCCCN2CCOCC2)c1	5	9	3.4	2	-1	-2	2.3	7	6
Nn1c(SCc2ccc(Br)cc2)nnc1-c1cccnc1	1	-5	2.3	15	3	1	0.0	-2	7
O=C(NNS(=O)(=O)c1ccc(Cl)cc1)c1cc(-c2ccccc2)n[nH]1	0	-1	0.9	9	0	4	0.1	-16	8
O=C(O)C1=C[C@@H](c2ccc3c(c2)OCO3)C[C@@H](OCCCCO)O1	2	28	0.6	2	-4	-7	0.4	19	0
c1ccc(-c2ccc(CN3C[C@@H]4C(c5ccccc5)C5(c6ccccc6)CC4(C5)[C@H]3c3ccccc3)cc2)cc1 (stereo not given in full)	x	9	-0.8	8	3	-7	-0.7	-7	7
CCC(=O)N1CCCc2cc(S(=O)(=O)N3CCN(c4ccccn4)CC3)ccc21	4	7	-0.6	9	-1	-1	-0.2	9	5
